Assay outcomes as filed in PubChem.
GSTO1 inh: GSTO1 inhibition, counter-screen for RBBP9 inhibitors. P78417. recombinant GSTO1, activity-based probe fluorescence polarization. inhibition, % at 5.96 µM. 300,000 compounds, 1.1% hits;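 active = inhibition above the campaign mean inhibition plus 3 SD, cut at about 35% in these data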;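 also: 0% = GSTO1-1 with DMSO and 100% = wells lacking GSTO1-1 enzyme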
pPAFAH inh: pPAFAH (human) enzyme inhibition; Q13093; recombinant pPAFAH, FP-rhodamine probe fluorescence polarization; inhibition, % at 3.39 µM; 330,000 compounds, 1.5% hits; AID 463082;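 active = inhibition above the mean inhibition across the screen plus 3 SD, cut at about 25% in these data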;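 also: inhibitors block binding of the rhodamine activity-based probe so polarization drops; 0% = enzyme with DMSO and 100% = wells lacking pPAFAH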
PAFAH1B3 inh: blocks human PAF acetylhydrolase 1B catalytic subunit 3; Q15102; recombinant PAFAH1B3, FP-rhodamine probe, fluorescence polarization; inhibition, % at 3.39 µM; 340,000 compounds, 0.28% hits; AID 492972;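 active = inhibition above the screen-wide average of all tested compounds plus 3 SD, cut at about 25% in these data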;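 also: 0% = enzyme with DMSO only and 100% = wells lacking PAFAH1B3 protein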
LYPLA1 inh: counter-screen for PME1 inhibitors: inhibitors of human LYPLA1. O75608. recombinant LYPLA1, FP-Rh probe fluorescence polarization. inhibition, % at 5.9 µM. 320,000 compounds, 0.16% hits. AID 2174;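 active = inhibition above the mean of all tested compounds plus 3 SD, set per campaign, cut at about 14% in these data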;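 also: inhibitors block serine hydrolase probe labeling of LYPLA1 so polarization falls; 0% = enzyme with DMSO and 100% = wells lacking LYPLA1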
PAD4 FP inh: PAD4 (human) enzyme inhibition; recombinant PAD4, RCA probe fluorescence polarization; AID 485272; Q9UM07; inhibition, % at 6.36 µM; 330,000 compounds, 0.41% hits;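 active = percent inhibition above a cutoff equal to the mean of all tested compounds plus 3 SD, cut at about 15% in these data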;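 also: 0% = PAD4 with RCA probe and DMSO and 100% = probe without PAD4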
Target sequence (Q9UM07 whole entry, looked up): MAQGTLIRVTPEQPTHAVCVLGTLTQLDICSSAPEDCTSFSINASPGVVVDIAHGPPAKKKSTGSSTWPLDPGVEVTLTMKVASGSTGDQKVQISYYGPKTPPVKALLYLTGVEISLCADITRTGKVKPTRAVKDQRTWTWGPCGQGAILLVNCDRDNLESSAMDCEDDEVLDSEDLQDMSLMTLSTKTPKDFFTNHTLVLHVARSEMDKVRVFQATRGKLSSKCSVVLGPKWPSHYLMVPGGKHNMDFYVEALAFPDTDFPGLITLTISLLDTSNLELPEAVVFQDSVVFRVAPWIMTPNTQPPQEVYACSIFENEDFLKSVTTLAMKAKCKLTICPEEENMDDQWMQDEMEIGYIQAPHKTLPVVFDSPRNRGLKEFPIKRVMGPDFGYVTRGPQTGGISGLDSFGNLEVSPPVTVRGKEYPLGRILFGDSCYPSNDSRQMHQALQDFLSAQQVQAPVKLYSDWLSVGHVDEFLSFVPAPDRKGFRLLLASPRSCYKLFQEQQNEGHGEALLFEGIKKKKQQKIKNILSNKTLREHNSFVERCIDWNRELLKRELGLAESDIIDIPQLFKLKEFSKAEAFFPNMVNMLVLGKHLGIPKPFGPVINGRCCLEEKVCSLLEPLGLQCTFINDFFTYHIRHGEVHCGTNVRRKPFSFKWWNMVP
PREPL inhibitor: inhibitors of human prolyl oligopeptidase-like enzyme PREPL. Q4J6C6. recombinant PREPL, fluorescence polarization activity-based probe. inhibition, % at 5.96 µM. 320,000 compounds, 0.68% hits. AID 2751; in the data active = inhibition above about 43%;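 also: 0% = enzyme with DMSO and 100% = wells lacking enzyme; many of its hits are not listed in these tables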
LYPLA2 counter: counter-screen for PME1 inhibitors: inhibitors of human LYPLA2; O95372; recombinant LYPLA2, FP-Rh probe fluorescence polarization; inhibition, % at 5.9 µM; 320,000 compounds, 0.38% hits;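 active = inhibition above the screen-wide mean plus 3 SD, limit set per campaign, cut at about 26% in these data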;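 also: 0% = LYPLA2 with DMSO and 100% = wells lacking LYPLA2 enzyme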
PAFAH2 inh: inhibitors of human PAFAH2. Q99487. recombinant PAFAH2, FP-rhodamine activity probe, fluorescence polarization. inhibition, % at 3.39 µM. 340,000 compounds, 0.99% hits;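 active = inhibition above the mean over all tested compounds plus 3 SD, cut at about 30% in these data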;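 also: inhibitors block probe labeling of enzyme so polarization drops; 0% = enzyme with DMSO and 100% = wells lacking PAFAH2 protein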
PAFAH1B2 inh: blocks human PAF acetylhydrolase 1b catalytic subunit 2; inhibition, % at 3.39 µM; 340,000 compounds, 1.2% hits; AID 492953; recombinant PAFAH1B2, FP-rhodamine activity probe, fluorescence polarization;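 active = inhibition above the mean of all tested compounds plus 3 SD, cut at about 24% in these data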;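 also: 0% = enzyme with DMSO and 100% = wells lacking PAFAH1B2; many of its hits are not listed in these tables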
Target sequence (P68402 whole entry, looked up): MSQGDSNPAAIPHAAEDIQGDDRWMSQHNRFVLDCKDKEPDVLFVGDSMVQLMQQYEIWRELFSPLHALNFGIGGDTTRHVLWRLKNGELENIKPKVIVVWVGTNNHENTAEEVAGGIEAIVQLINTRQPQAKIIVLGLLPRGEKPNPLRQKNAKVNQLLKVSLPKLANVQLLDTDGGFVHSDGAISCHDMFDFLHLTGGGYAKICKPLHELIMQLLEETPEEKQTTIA
Starred values were filed as active, the others as inactive; nt = not tested or not shown; & = joins results of further samples. The list is partial, so the mix of outcomes need not match the whole.

SMILES	GSTO1 inh	pPAFAH inh	PAFAH1B3 inh	LYPLA1 inh	PAD4 FP inh	PREPL inhibitor	LYPLA2 counter	PAFAH2 inh	PAFAH1B2 inh
COc1cc(C(=O)NCCC(=O)NC(C)C)cc(OC)c1OC	5	1	3	2	2	22	13	3	1
CCCSC(=S)c1c(C)[nH]n(-c2ccccc2)c1=O	-31	8	3	2	-6	8	11	10	9
CCN(CC(=O)Nc1ccc(OC)cc1)C(=O)c1oc2c(Cl)cccc2c1C	-7	1	-1	-3	-4	-5	-4	-1	0
CC(C)(C)c1ccccc1NC(=O)c1c(O)c2cccc3c2n(c1=O)CC3	-11	4	nt	-1	-2	16	-12	nt	nt
CCCC(=O)Nc1cc(-c2nc3ncccc3o2)ccc1Cl	3	-3	7	-1	-1	1	-4	-4	-5
CC(Oc1ccc(F)cc1)C(=O)Nc1ccc(S(=O)(=O)NC2=NCCCCC2)cc1 (configuration not stated)	nt	-1	12	-1	3	12	5	3	7
Cc1ccc(C(=O)N2CCCC(C(=O)c3ccc(Oc4ccccc4)cc3)C2)cn1 (configuration not stated)	0	9	3	2	-8	14	6	-1	8
NC(=NC(=O)c1cccc(C(F)(F)F)c1)c1ccc(C(F)(F)F)cn1	3	0	6	1	-1	3	0	6	2
COc1cc(OC)cc(C(=O)NCCN2CCOCC2)c1	-4	3	-3	-1	-7	3	-2	-7	2
CCc1ccc(NC(=O)C(C)OC(=O)c2cc(=O)[nH]c3ccc(S(=O)(=O)Nc4ccc(F)cc4)cc23)cc1 (configuration not stated)	-8	73*	-23	-12	0	-1	-12	-33	-14
COCCCNC(=O)c1ccc(Cn2c(=O)c3ccccc3n(CC(=O)NCc3ccco3)c2=O)cc1	-5	5	3	3	0	-9	-6	-4	5
CSc1ccc(CCNC(=O)Cn2ncc3c([nH]c4ccccc43)c2=O)cc1	0	-12	-16	-7	0	9	-9	-27	-13
CN(C)CCNC(=O)c1ccc(CS(=O)(=O)c2c(Cl)cccc2Cl)o1	-5	2	-1	2	3	-67	-5	-5	-3
CCN(C(=O)COC(=O)c1cc(-c2cccc3ccccc23)nc2ccccc12)C1CCS(=O)(=O)C1 (configuration not stated)	8	11	5	5	24*	34	4	-2	0
Cc1nsc(Nc2ccc([N+](=O)[O-])cc2)c1C#N	6	-3	5	-1	-2	-4	0	-3	1
O=C(CCl)NNC(=O)c1c(O)c2ccccc2[nH]c1=O	89*	2	10	3	1	-2	4	-2	2
CC(C)n1nnnc1SCC(=O)N1CCN(Cc2ccc3c(c2)OCCO3)CC1	nt	-2	0	3	-2	8	3	4	4
Cc1nc(C(F)(F)F)ccc1C(=O)NCC(O)c1ccccc1 (configuration not stated)	1	1	12	-1	1	7	1	-1	5
Cc1ccc(N2C(=O)c3n[nH]c(C)c3C2c2cccnc2)cc1 (configuration not stated)	-5	-1	9	-2	-4	2	-2	3	3
Cc1cccc(NC(=O)c2ccc(S(=O)(=O)N(C)c3ccccc3)cc2)n1	nt	2	2	nt	3	-1	nt	4	5

An excerpt from above in order of the PAFAH1B2 inh value, descending.
| Structure | PAFAH1B2 inh |
| --- | --- |
| Cc1nc(C(F)(F)F)ccc1C(=O)NCC(O)c1ccccc1 (configuration not stated) | 5 |
| CC(C)n1nnnc1SCC(=O)N1CCN(Cc2ccc3c(c2)OCCO3)CC1 | 4 |
| CCCC(=O)Nc1cc(-c2nc3ncccc3o2)ccc1Cl | -5 |

Fetched by compound from the entries so far (7):
SMILES	GSTO1 inh	pPAFAH inh	PAFAH1B3 inh	LYPLA1 inh	PAD4 FP inh	PREPL inhibitor	LYPLA2 counter	PAFAH2 inh	PAFAH1B2 inh
COc1cc(OC)cc(C(=O)NCCN2CCOCC2)c1	-4	3	-3	-1	-7	3	-2	-7	2
CCN(CC(=O)Nc1ccc(OC)cc1)C(=O)c1oc2c(Cl)cccc2c1C	-7	1	-1	-3	-4	-5	-4	-1	0
COCCCNC(=O)c1ccc(Cn2c(=O)c3ccccc3n(CC(=O)NCc3ccco3)c2=O)cc1	-5	5	3	3	0	-9	-6	-4	5
CC(C)(C)c1ccccc1NC(=O)c1c(O)c2cccc3c2n(c1=O)CC3	-11	4	nt	-1	-2	16	-12	nt	nt
CCc1ccc(NC(=O)C(C)OC(=O)c2cc(=O)[nH]c3ccc(S(=O)(=O)Nc4ccc(F)cc4)cc23)cc1 (configuration not stated)	-8	73*	-23	-12	0	-1	-12	-33	-14
Cc1nc(C(F)(F)F)ccc1C(=O)NCC(O)c1ccccc1 (configuration not stated)	1	1	12	-1	1	7	1	-1	5
CN(C)CCNC(=O)c1ccc(CS(=O)(=O)c2c(Cl)cccc2Cl)o1	-5	2	-1	2	3	-67	-5	-5	-3

(continued)
SMILES	GSTO1 inh	pPAFAH inh	PAFAH1B3 inh	LYPLA1 inh	PAD4 FP inh	PREPL inhibitor	LYPLA2 counter	PAFAH2 inh	PAFAH1B2 inh
Cc1c(C(=O)N/N=C/c2ccncc2)no[n+]1[O-]	7	5	4	-2	-2	-2	0	5	4
CSC1=NC(=O)/C(=C/c2ccc(SC)cc2)S1	1	-3	7	-3	-4	10	1	-1	0
Cc1cccc(NC(=O)CSc2nc3ccc(N4C(=O)c5ccccc5C4=O)cc3s2)c1C	-1	3	3	-2	0	6	-1	-7	4
C=CCn1c(SCC(=O)NC2CCCC2)nc2scc(-c3ccco3)c2c1=O	1	10	3	-1	-8	0	-5	10	0
Nc1ncc(Br)cc1S(=O)(=O)N1CCCCCC1	1	7	10	-2	0	5	5	1	7
O=C(C1=C(Nc2ccccc2)c2ccccc2S(=O)(=O)N1)c1ccccc1	-2	8	3	-5	1	8	-7	15	6
Cc1ccc(S(=O)(=O)N2CCCCCC2)cc1C(=O)NCc1ccccn1	-3	5	0	-2	0	-6	-4	-8	-2
CCOC(=O)c1c(/N=C/N(C)C)sc(C(=O)OC)c1C	6	6	0	-1	-1	9	-6	4	3
Cc1ccc(NC(=S)N(CCN2CCOCC2)Cc2cc3cc4c(cc3[nH]c2=O)OCCO4)cc1	5	3	6	-3	1	-6	1	-4	3
O=C(CCC(=O)c1ccc(F)cc1)Nc1cccc(Br)c1	-13	-8	6	-1	-6	4	-4	-5	2
COc1cc2sc3ccc(C#Cc4ccccn4)cc3c(=O)c2cc1OC	5	-9	1	-3	-3	2	0	-1	-8
Cc1ccc(OCC(=O)Nc2ccc(CN3CCCCC3)cc2)c(C)c1	6	-6	1	-3	-2	19	-7	4	1
Cc1cc(C)nc(NC(=O)CSc2nccc(C)n2)n1	3	1	5	1	1	1	4	-1	0
COc1ccc([C@@H]2[C@@H]3C(=O)N(C(C)(C)C)C(=O)[C@@H]3[C@]3(C)C(=O)N(c4ccc(C)cc4)C(=O)N23)cc1	-1	0	7	0	0	-9	-2	0	3
COc1ccc(-c2cc3nc(C)c(CCC(=O)NCc4ccco4)c(C)n3n2)c(OC)c1	-3	5	3	0	0	17	1	7	3
O=C(Nc1ccon1)c1nc[nH]c1C(=O)N1CCc2ccccc2C1	nt	0	13	0	-1	-8	0	11	0
CCN=C1SC(CC(=O)Nc2ccccc2)C(=O)N1CC (configuration not stated)	1	4	12&1	2	1	7	10	3&2	5&3
Cc1ccc(NC(=O)CS(=O)c2ccccc2N)c(C)c1 (configuration not stated)	2	1	-2	-3	-1	6	3	-8	5
Cc1ccccc1C(=O)NC1CCN(C(=O)NCc2ccccc2)CC1	4	8	15	4	-4	1	5	1	-4
N/C(=N\OC(=O)c1ccccc1[N+](=O)[O-])c1ccccn1	-1	2	7	-2	2	-4	-8	1	6
CCO[C@H]1OC(C(=O)NCc2ccccc2)=C[C@@H](C2CCCCC2)[C@@H]1CCCO	8	-1	5	3	3	2	0	1	5
CCOC(=O)C1=C(COC(=O)/C=C/c2ccc(Cl)cc2)NC(=O)NC1C (configuration not stated)	-1	4	5	-2	2	6	0	-6	1
CC(C)CC1Nc2ncnc(N3CCN(c4ccccn4)CC3)c2N(Cc2ccc(Br)cc2)C1=O (configuration not stated)	2	-2	7	-5	7	-8	-7	-6	-1
Cc1ccc[n+](CC(=O)c2ccc(Br)cc2)c1C	2	-1	-6	-1	-5	13	4	4	-5
CCCNC(=O)C1(S(=O)(=O)c2ccccc2)CC=CC1	1	6	12	-1	0	2	5	5	0
CC(C)OP(=O)(c1ccc(N(C)C)cc1)C(O)c1ccc(N(C)C)cc1 (configuration not stated)	15	-2	5	-2	0	7	-4	-3	-2
COC(=O)c1ccc2c(=O)n(CCCN3CCOCC3)c(=S)[nH]c2c1	9	-6	10	-1	-3	7	4	1	2
Cc1ccc(C(=O)N2CCN(c3ccc(C(F)(F)F)cn3)CC2)cc1	3	6	9	4	-3	3	15	5	4
COc1ccc(COC(=O)C2=C(C)NC(=O)NC2c2ccc(OC)c(OC)c2)cc1 (configuration not stated)	-2	11	1	4	1	-12	2	7	2
CCCOc1ccc(N2CC(C(=O)Nc3ccccc3F)CC2=O)cc1 (configuration not stated)	1	2	8	3	0	-7	10	-4	-1
Clc1ccc(-c2csc(N3CCc4ccccc4C3)n2)cc1	0	3	-3	-2	2	14	0	-2	3
Cc1ccc(C(=O)Nc2ccccc2C(=O)N2CCCC2)cc1[N+](=O)[O-]	0	3	-2	1	2	3	8	-5	0
Cc1sc(NC(=O)CCCCC(=O)Nc2sc(C)c(C)c2C(=O)O)c(C(=O)O)c1C	-1	7	-2	1	-2	2	-1	7	2
Cc1cc(Cl)ccc1OCCCC(=O)OCC(=O)Nc1cccc(S(N)(=O)=O)c1	nt	7	-16	-6	0	-5	-11	0	0
Cc1cccc2cc(CN(Cc3cccnc3)C(=O)c3ccncc3)c(=O)[nH]c12	4	0	2	2	0	0	1	-10	0
CSc1ccccc1NC(=O)c1ccoc1C	3	5	1	0	7	-1	5	4	0
COC(=O)c1sc2nc[nH]c(=O)c2c1C	2	7	5	1	-3	13	-1	11	1
O=C(CCSc1ccccc1)Nc1nnc(-c2cccs2)o1	12	1	2	-6	-5	-8	-8	5	15
Cc1scc(C(=O)N2CCN(S(C)(=O)=O)CC2)c1-c1ccccc1	10	1	-6	-1	1	4	-1	1	2
CN(CP(=O)(O)CCc1ccccc1)S(C)(=O)=O	1	-1	5	-3	0	-3	-2	5	7
Cc1cccc(C(=O)NCCN2CCCC2)c1	6	2	10	0	-3	14	-1	0	4
N#Cc1ccccc1S(=O)c1ccccc1C(=O)Nc1ccccc1 (configuration not stated)	6	0	5	1	-3	7	-2	6	-1
